hcGAS lum: human cGAS inhibition | inhibition, % at 12.5 µM | AID 1259398 | 290,000 compounds, 0.081% hits | Q8N884 | recombinant h-cGAS, ATP depletion, Kinase-Glo luminescence;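 note: 0% = vehicle reaction and 100% = reaction without DNA for no activity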
Target sequence (Q8N884 whole entry, looked up): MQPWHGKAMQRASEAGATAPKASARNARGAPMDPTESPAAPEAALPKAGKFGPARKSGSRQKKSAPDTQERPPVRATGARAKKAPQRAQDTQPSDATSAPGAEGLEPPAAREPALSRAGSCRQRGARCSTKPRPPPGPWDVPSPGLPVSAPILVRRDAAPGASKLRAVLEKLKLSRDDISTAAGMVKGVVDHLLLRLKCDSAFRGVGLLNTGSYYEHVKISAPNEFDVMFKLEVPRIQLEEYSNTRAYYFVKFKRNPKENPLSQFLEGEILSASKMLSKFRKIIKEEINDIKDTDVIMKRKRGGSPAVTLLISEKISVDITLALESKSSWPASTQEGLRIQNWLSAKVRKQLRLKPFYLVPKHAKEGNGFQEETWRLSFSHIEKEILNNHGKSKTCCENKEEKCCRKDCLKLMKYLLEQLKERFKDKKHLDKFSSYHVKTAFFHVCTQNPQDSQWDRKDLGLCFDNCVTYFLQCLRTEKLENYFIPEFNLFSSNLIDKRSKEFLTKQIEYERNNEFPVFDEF
NPYLR7 ag: mosquito NPYLR7 agonism. activation, % at 10 µM. 270,000 compounds, 0.15% hits. AID 1259423. HEK293T NPYLR7/Galpha15, GCaMP6s calcium fluorescence; in the data active = activation above about 40%;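 note: 0% = vehicle and 100% = reference agonist at the receptor; some compounds past the cut are filed as inactive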
mcGAS inh: inhibitors of mouse cGAS; Q8C6L5; recombinant cGAS, Kinase-Glo ATP depletion luminescence; inhibition, % at 12.5 µM; 160,000 compounds, 0.15% hits;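 note: 0% = negative control wells and 100% = reference inhibitor with no enzyme activity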
Starred values were filed as active, the others as inactive; / = no result given; & = joins results of further samples. Cut-off read from the data, not from the text of the source, unless noted: active = inhibition above about 40%; inactive = the rest.

Start of the data: the first seven entries (preview)
cpd	mol	hcGAS lum	NPYLR7 ag	mcGAS inh
1	CCC(=O)N(Cc1cc(NC(=O)C(C)C)ccc1N(C)C)C1CCCCC1	-5	/	-9
2	Cc1c(C(=O)N2CCN(C(c3ccccc3)c3ccc(Br)cc3)CC2)oc2ccccc12 (stereo not drawn)	-3	24	-7
3	COCCN(Cc1csc(COc2cc(C)cc(C)c2C)n1)C(=O)c1cccc(OC)c1	0	4	-3
4	Cc1cc(C)nc(N/N=C2/CCCCC2C)n1 (stereo not drawn)	-8	4	/
5	CCCNC(=O)Cn1cc(OC)c(=O)cc1CN1CCN(c2ccccc2)CC1	-4	-1	-8
6	COCC(=O)NCCOc1ccc(-c2ccc(C)cc2)nn1	-8	-9	-6
7	CCOc1cccc2cc(C(N)=O)c(=Nc3ccc(Cl)cc3)oc12	-5	-7	-5

This part in full (from the top)
cpd	mol	hcGAS lum	NPYLR7 ag	mcGAS inh
1	CCC(=O)N(Cc1cc(NC(=O)C(C)C)ccc1N(C)C)C1CCCCC1	-5	/	-9
2	Cc1c(C(=O)N2CCN(C(c3ccccc3)c3ccc(Br)cc3)CC2)oc2ccccc12 (stereo not drawn)	-3	24	-7
3	COCCN(Cc1csc(COc2cc(C)cc(C)c2C)n1)C(=O)c1cccc(OC)c1	0	4	-3
4	Cc1cc(C)nc(N/N=C2/CCCCC2C)n1 (stereo not drawn)	-8	4	/
5	CCCNC(=O)Cn1cc(OC)c(=O)cc1CN1CCN(c2ccccc2)CC1	-4	-1	-8
6	COCC(=O)NCCOc1ccc(-c2ccc(C)cc2)nn1	-8	-9	-6
7	CCOc1cccc2cc(C(N)=O)c(=Nc3ccc(Cl)cc3)oc12	-5	-7	-5
8	CC(CC(C)C)=NNc1ccc(S(N)(=O)=O)cc1[N+](=O)[O-]	-6	-3	/
9	CCOC(=O)c1cnc2c(c1)c(C#N)cn2CC(=O)Nc1nnc(C)s1	5	0	-2
10	CN1[C@@H](CCC(=O)NCc2ccc(F)cc2)CNC(=O)[C@H]2NCC[C@H]21	-7	-9	-7
11	COc1ccc(CCNC(=O)CN2CN(c3ccccc3)C3(CCN(C(=O)c4cccc(Br)c4)CC3)C2=O)cc1OC	-3	/	-8
12	CN(Cc1ccncc1)C(=O)C1CC(=O)N(C)c2ccccc21 (stereo not drawn)	4	5	/
13	CC1CCCN(C(=N)N)C1 (stereo not drawn)	-2	2	/
14	COc1cc(OC)cc(C(=O)Oc2ccc(-c3nc4ccccn4c3NC(C)(C)CC(C)(C)C)cc2OC)c1	-4	-1	-6
15	COCC(=O)N[C@H]1C[C@@H](CO)N(CC2CCCCC2)C1	5	/	0
16	CC(C)CC(O)C(=O)N1CCn2nc(C(=O)Nc3ccccc3)cc2C1 (stereo not drawn)	-8	4	/
17	CCOc1ccccc1-c1ncnc2scc(C)c12	-6	3	/
18	O=C(C1C[C@@H]1c1ccccc1)N(Cc1ccco1)Cc1nc2cc(Cl)ccc2o1 (stereo partly drawn)	-6	15	-7
19	Cc1ccc(Cl)cc1N1CCN(c2ccc(S(=O)(=O)C3CCCCC3)nn2)CC1	-5	0	-6
20	O=C(Cn1cnc2c(nnn2-c2cccc(F)c2)c1=O)N1CCN(c2ccccc2)CC1	-7	-6	-8
21	Cc1cc(NC(=O)Cc2ccc3c(c2)OCO3)n(-c2nc3ccccc3s2)n1	-11	-8	-14
22	Cc1ccc(-c2c[nH]n3c(=O)cc(C(C)(C)C)nc23)cc1	-8	7	33
23	Cc1cccc(-c2cn[nH]c2C2CCN(C(=O)C3=NNC(=O)CC3)CC2)c1	1	9	/
24	C=c1oc(C)cc1=C1NN=C(CCC(=O)NC(c2cccnc2)C(F)(F)F)O1 (stereo not drawn)	-11	21	/
25	COc1ccc(C2SCC(=O)N2CCN2CCN(C(=O)C3CC3)CC2)cc1OC (stereo not drawn)	-3	23	-4
26	COc1ccc(Br)c(C(=O)N2CCCC2(C)C(=O)NCC(C)C)c1 (stereo not drawn)	-14	5	-7
27	CCCn1c(C)cn2c3c(=O)n(Cc4ccc(Br)cc4)c(=O)n(C)c3nc12	-5	6	-9
28	CC(=O)N1CCC(N2CCN(c3nc(-c4ccccc4)nc4c3CCC4)CC2)CC1	-7	1	/
29	COc1cc(OC)c(NC(=O)c2cc(-c3ccco3)nc3onc(C)c23)cc1Cl	-2	-5	/
30	Cc1nnc(SCc2nc(N)c3ccccc3n2)s1	-5	1	-8
31	Cc1ccc(-c2cc(C(F)(F)F)n3ncc(C(=O)NCc4ccccc4Cl)c3n2)cc1	-4	0	-5
32	CCSCCOC(=O)C1=C(C)NC(=O)NC1c1ccccc1Br (stereo not drawn)	-10	3	-4
33	Cc1cc(C)cc(COc2coc(CN3CCN(S(=O)(=O)c4ccc(OC(F)(F)F)cc4)CC3)cc2=O)c1	-1	3	-5
34	Cc1ccc(-n2c(CNC(=O)NC34CC5CC(CC(C5)C3)C4)nnc2SCc2ccc(F)cc2)cc1	-9	/	-5
35	O=C(c1ccncc1)N1CCC(n2c(Cc3ccccc3)nc3ccccc32)CC1	-3	0	-7
36	COC(=O)CCCCC(=O)N1CCC(n2c(=O)oc3ccc(Cl)cc32)CC1	-4	24	-8
37	CNC(=O)Cn1nc(-c2ccc(F)cc2)c2sc(C)nc2c1=O	-2	1	-8
38	Cc1ccc(C)c(NC(=O)CSc2c(CC(C)C)cnc3c2c(=O)n(C)c(=O)n3C)c1	-9	11	-9
39	O=c1cc(CN2CCCCC2c2ccccn2)nc2ccc(Cl)cn12 (stereo not drawn)	-6	1	-11
40	CCCCN1CCCCC1(C)C(=O)NCc1cccc(OC)c1 (stereo not drawn)	-15	7	-7
41	COc1c(F)cccc1C(=O)Nc1cccc(C(=O)NC(C)(C)C)c1C	-3	14	-7
42	COc1cc(C#N)cc(Cl)c1O	-3	5	/
43	Cc1ccc2nc(SCC#N)nc(=O)n2c1	-9	2	-8
44	CCCN1CCC(C)(C(=O)Nc2cccc3cccnc23)C1 (stereo not drawn)	-12	2	/
45	COC(=O)Cn1c(SCCOc2ccccc2Cl)nc2ccccc21	-4	-2	-7
46	O=C(c1cc(Cl)ccc1F)N1CCC(Nc2ccccc2)CC1	-10	1	-8
47	O=C(NCc1cccc(C(F)(F)F)c1)c1ccc(CSc2nnc(Cc3ccccc3)n2-c2ccc(F)cc2)cc1	-12	20	-5
48	Cc1ccccc1CN(C)CC(=O)Nc1cccnc1	-11	6	-8
49	O=C(NCc1ccncc1)c1csc(COc2ccc(F)cc2F)n1	-6	9	-6
50	COc1ccc(NC(=O)CNc2cc3c(cc2Cl)OCCCO3)cc1Cl	-5	5	/

Additional results:
cpd	mol	hcGAS lum	NPYLR7 ag	mcGAS inh
51	O=C(O)CN1C(=O)/C(=C2/C(=O)N(CC(=O)O)c3ccccc32)SC1=S	-5	2	/
52	Cc1ccc2cc(C3CC(c4ccc(Br)cc4)=NN3C(=O)CCC(=O)O)c(=O)[nH]c2c1 (stereo not drawn)	-9	-8	-5
53	CC(Sc1ccccn1)C(=O)NCc1cccnc1N1CCN(C)CC1 (stereo not drawn)	-2	2	-16
54	CSc1ccccc1NC(=O)CCC(=O)NC[C@H]1CCCC[C@H]1O	0	-5	-12
55	CCc1noc(CN(CC(N)=O)CC(C)C)n1	-2	13	/
56	O=C(CSc1ccc2nnc(-c3ccncc3)n2n1)NC1CCCC1	-8	-1	-7
57	CC(NC(=O)c1ccc(S(=O)(=O)NCc2ccco2)cc1)c1ccc(S(N)(=O)=O)cc1 (stereo not drawn)	-3	-8	/
58	COc1ccc(NC(=O)CCC(=O)N2CCc3c([nH]c4ccccc34)C2)cn1	-11	-6	-4
59	O=C(c1cccs1)c1coc2ccc(Cl)cc2c1=O	-5	-1	/
60	CCOC(=O)C1CSC(CC(=O)Nc2ccc(C)cc2C)C(=O)N1 (stereo not drawn)	-5	5	-5

Full records, looked up by structure. Order of values: hcGAS lum, NPYLR7 ag, mcGAS inh
Profile of CC(Sc1ccccn1)C(=O)NCc1cccnc1N1CCN(C)CC1 (stereo not drawn) : -2, 2, -16
Profile of CCOC(=O)C1CSC(CC(=O)Nc2ccc(C)cc2C)C(=O)N1 (stereo not drawn) : -5, 5, -5

(further entries)
cpd	mol	hcGAS lum	NPYLR7 ag	mcGAS inh
61	N#CCSc1ccc(-c2cccnc2)nn1	-9	11	/
62	Cc1ccc(C)c(C2=CSC3=NS(=O)(=O)CCN23)c1	-9	1	-9
63	O=S(=O)(Nc1cccnc1)c1ccc(Br)c2ccccc12	-2	1	/
64	Cc1ccccc1NC(=O)Nc1nn(Cc2ccc(C(F)(F)F)cc2)c2ccccc12	-7	12	-6
65	O=C(Nc1ccccc1Oc1cccnc1)C1CCCN(C(=O)/C=C/c2ccccn2)C1 (stereo not drawn)	-8	3	/
66	COc1ccccc1-c1ncc(CN2CCCC2c2ccccn2)s1 (stereo not drawn)	-3	14	/
67	COC(=O)c1cn(C(=O)c2ccccc2)c2ccccc12	-7	0	/
68	CCN(CC)S(=O)(=O)c1ccc(NC(=O)CN2CCOCC2)cc1	-4	0	-8
69	COCCNC(=O)CCN1C(=O)CSC1c1ccccc1Cl (stereo not drawn)	-7	20	-5
70	CCn1ccnc1-c1nccn1Cc1ccccc1OC	-8	8	-12
71	COCCNC(=O)c1coc(CN(Cc2ccc(F)cc2F)C(C)c2ccccc2)n1 (stereo not drawn)	-3	13	-5
72	C#CCSc1ncnc2nc[nH]c12	-7	4	/
73	O=C(CCc1ccsc1)N1CCCC1c1ccc(O)cc1 (stereo not drawn)	-3	-5	/
74	Fc1ccc(CC2CCN(Cc3nc(Cc4cccc(F)c4)no3)CC2)cc1	-14	2	/
75	CCCN1CCCN(C(=O)c2cc(CN3CCOCC3)on2)CC1	-10	2	-13
76	COc1ccc(C2=Nc3nnnn3C(c3cccc4ccccc34)C2)cc1 (stereo not drawn)	-3	3	/
77	O=C(NCc1ccccc1Cl)c1ccc(-c2cc(-c3cccc(C(F)(F)F)c3)n[nH]2)cc1	-4	23	-8
78	CCNC(=S)N1CCC(C(NC(=O)c2ccc(F)cc2)C(=O)N(CC)CC)CC1 (stereo not drawn)	-5	-2	-5
79	CCOCCn1c(=O)c2c(nc3n(CCOCC)c(C)cn23)n(C)c1=O	1	-1	/
80	O=C(NCC1(c2ccccc2)CCOCC1)c1cn(Cc2ccc(Cl)cc2)nn1	-8	5	/
81	CSCCC(NC(=O)c1ccco1)C(=O)NCC1CCCCC1 (stereo not drawn)	-3	3	/
82	CN(Cc1ccoc1)Cc1cccc(C(=O)Nc2ccc3c(c2)COC3)c1	-2	-1	/
83	Cc1ccc(OCC(=O)NNC(=O)c2cc3ccccc3o2)cc1	-6	1	-7
84	COc1ccc(C)cc1NC(=O)C(NCC1CCCO1)c1ccccc1 (stereo not drawn)	-12	-3	/
85	COc1cccc(Cc2nsc(N3CCC(CNC(=O)c4cccc([N+](=O)[O-])c4)CC3)n2)c1	2	-5	-3
86	COc1ccc(Br)cc1C=CC(=O)NCC1COc2ccccc2O1 (stereo not drawn)	-7	23	-5
87	Cc1cnc2c(c1NCCCn1ccnc1)c(=O)n(C)c(=O)n2C	-2	10	/
88	Cc1ccc(NC(=O)Cn2c(=O)n(Cc3ccco3)c(=O)c3sc4ccccc4c32)cc1	-4	2	-10
89	COc1cccc(COC2CCCN(C(=O)c3cccc(Br)c3)C2)c1 (stereo not drawn)	1	-7	0
90	Cc1ccc(N2C(N)=NC(N)=NC2(C)C)cc1	-1	2	/
91	COc1ccc(Cl)cc1Cn1c(C)c(C(=O)NCc2cccc([N+](=O)[O-])c2)sc1=O	-3	-2	/
92	C=CCn1c(SCc2ccc(C(=O)NC3CC3)cc2)nnc1-c1cccc(OC)c1	-4	-2	-4
93	Cc1nc2n(n1)C(=O)C(C(c1ccc(Cl)c(Cl)c1)N1CCN(C)CC1)S2 (stereo not drawn)	-8	-1	-5
94	CCOC(=O)CC(=O)N1CCC2(CC1)[C@H](C(=O)OCC)[C@@H](OC)C(=O)N2C	13	3	2
95	CCOc1ccccc1NC(=O)CCNC1CCS(=O)(=O)C1 (stereo not drawn)	-8	2	/
96	Cc1nnsc1CN(C)Cc1c(C)n(C)n(-c2ccccc2)c1=O	0	4	-13
97	COCCN(CC(=O)Nc1cc(-c2ccccc2)nn1-c1ccccc1)C(=O)c1ccc(OC)cc1OC	-5	7	-6
98	CCOC(=O)C(Cc1ccccc1)N(Cc1ccc(C(F)(F)F)cc1)C(=O)C1CCN(C(=O)OC(C)(C)C)CC1 (stereo not drawn)	-4	1	-4
99	CCCCOCCCNC(=O)c1c(C)noc1-c1ccccc1OC	-10	5	-5
100	CCCn1nccc1C(=O)N1CCNCC1C(=O)NCc1ccncc1 (stereo not drawn)	-4	2	-9
101	COc1ccc(/C=C2\NC(=S)N(c3ccccc3)C2=O)cc1OC	1	-6	2
102	Cc1[nH]n(-c2ccc(Cl)cc2)c(=O)c1C1=C(N(C)C2CCCCC2)C(=O)N(Cc2ccco2)C1=O	1	-12	2
103	COC(=O)CCC(=O)N1CCN(c2nc3nccc(C(C)(C)C)n3n2)CC1	0	5	2
104	COc1cccc(NC(=O)C(=O)c2ccc(C3CCCCC3)cc2)c1	-3	-5	-6
105	N#C/C(=C\N1CCC(C(N)=O)CC1)C(=O)Nc1cccc(Cl)c1	-6	5	/
106	CC(C)NC(=O)C1CCN(C2CCN(Cc3cnn(C(C)C)c3)CC2)CC1	0&-6	-2&9	/
107	CCN(Cc1ccc(N(C)C)cc1)C(=O)Nc1cc(C)on1	-7	11	-7
108	CN(Cc1cc2cc(F)ccc2[nH]1)C(=O)C1CNCCO1 (stereo not drawn)	-6	4	/
109	Cc1nn(-c2ccccc2)c(C)c1CNS(=O)(=O)c1c(Cl)cccc1Cl	-5	-1	-8
110	CCS(=O)(=O)N(Cc1ccccc1OC)c1ccc(OC)cc1	-7	4	/
